Source: PubChem (several laboratories)
NALP1 yeast inh: NALP1 inhibition | S. cerevisiae NALP1/ASC/caspase-1 growth, X-gal OD620, 72 h | inhibition, % at 10 µM | hit rate 0.61% among 280,000 | AID 2071; in the data active means inhibition mostly above about 24%, no sharp cut-off; inactive means mostly below about 32%; further: some compounds called inactive have numbers as strong as hits
MEKK2 mut-MEK5: signal of MEK5 binding to mutant human MEKK2 PB1 domain. hit rate 0.35% among 290,000. AID 1530. percent response, % at 10 µM. bead flow cytometry, Alexa488-MEK5 binding to MEKK2 mutant; in the data active means percent response above about 24%, passing the limit was not always enough; further: inactives centre near 1; some results filed as inactive read as strong as hits
FID counter: counter-screen for HCV NS3 helicase inhibitors: DNA intercalator displacement. DNA fluorescent intercalator displacement, fluorescence. inhibition, % at 7.9 µM. hit rate 0.17% among 290,000; in the data active means inhibition above about 37%;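 further: 0% = vehicle and 100% = reference compound; higher means more ethidium bromide displaced from hairpin DNA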
M18AAP inhibitor: PfM18AAP enzyme inhibition. recombinant PfM18AAP, H-Glu-NHMec fluorogenic cleavage. inhibition, % at 7.35 µM. hit rate 1.2% among 290,000. AID 1822;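 active means inhibition above the campaign mean inhibition over all tested compounds plus 3 SD, cut at about 28% in these data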;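 further: 0% = plate median of test compound wells and 100% = 2 mM ZnCl2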
SUMO HTRF inh: blocks human SUMOylation mediated by UBC9. AID 2006. HTRF SUMOylation assay, SAE1/SAE2 + UBC9, in vitro. hit rate 0.36% among 290,000. inhibition, % at 35 µM; in the data active means inhibition above about 50%, passing the limit was not always enough; further: strong numbers were not always called active
Target sequence (P63279 whole entry, looked up): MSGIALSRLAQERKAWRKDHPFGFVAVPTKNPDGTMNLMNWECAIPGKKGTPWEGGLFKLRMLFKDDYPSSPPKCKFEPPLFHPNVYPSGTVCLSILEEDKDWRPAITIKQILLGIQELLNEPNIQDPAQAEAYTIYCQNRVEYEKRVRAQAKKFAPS
VIM-2 inh: blocks Pseudomonas aeruginosa VIM-2 metallo-beta-lactamase. hit rate 0.89% among 290,000. purified VIM-2, nitrocefin hydrolysis, epi-absorbance fluorescence. inhibition, % at 5.6 µM;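 active means inhibition above the mean of all tested compounds plus 3 SD, cutoff set per screening run, cut at about 7.5% in these data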;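 further: red hydrolysis product quenches plate fluorescence so inhibitors raise well fluorescence; 0% = enzyme with DMSO and 100% = DMSO without enzyme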
IMP-1 inhibitor: blocks Pseudomonas aeruginosa IMP-1 metallo-beta-lactamase; purified IMP-1, nitrocefin hydrolysis, epi-absorbance fluorescence; hit rate 0.45% among 290,000; inhibition, % at 5.6 µM;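 active means inhibition above the mean plus 3 SD of all compounds in the same screening run, cut at about 4.5% in these data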;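 further: 0% = IMP-1 with DMSO and 100% = DMSO wells lacking enzyme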
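System: Purified recombinant IMP-1 metallo-beta-lactamase enzyme | Measured by: Fluorescence quenching readout, ex 480/em 530 nm | Replication: Singlicate | Incubation: 15 min preincubation plus 25 min reaction at 25 °C | Evaluation: Percent inhibition from optical density relative to buffer-blank wells | Benchmarks: DMSO with and without IMP-1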
MEKK2wt PB1 HTS: raises or lowers MEK5 binding to wildtype human MEKK2 PB1 domain | Q9Y2U5 | bead flow cytometry, Alexa488-MEK5 binding to MEKK2 WT; actives lie on both sides | binding response (% of control), % at 10 µM | hit rate 1.1% among 290,000 | AID 1531; in the data active means binding response below about 67% or above about 130%
NS3 helicase inh: HCV NS3 helicase inhibition; NS3 helicase DNA unwinding, Cy5 molecular beacon fluorescence; inhibition, % at 10.9 µM; hit rate 0.56% among 290,000; AID 1800;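 active means inhibition above the mean of all tested compounds plus 3 SD, set per campaign, cut at about 35% in these data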;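 further: 0% = DMSO wells and 100% = thioflavine S control wells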
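Compound dosing – single dose, 10.9 µM nominal final, DMSO 0.8% final · System – NS3 helicase fragment of HCV · Buffer or medium – MOPS pH 6.5, MgCl2, DTT, Tween20, BSA · Signal – Cy5 beacon fluorescence read at start and 1 h · Also added – annealed dual-labelled DNA beacon duplex, ATP-started · Schedule – 1 h at 25 °C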
The depositor's hits bear a star; / = no result given; [ ] = another dose, or the depositor's remark.

Results follow in this order: NALP1 yeast inh	MEKK2 mut-MEK5	FID counter	M18AAP inhibitor	SUMO HTRF inh	VIM-2 inh	IMP-1 inhibitor	MEKK2wt PB1 HTS	NS3 helicase inh
- Cn1c(SCc2cnc(-c3ccccc3)s2)nnc1C1COc2ccccc2O1 (stereo not drawn)
    13.3	4.0	-5.1	-1.6	6.1	-1.9	-1.4	105.0	-2.9
- CC(C)Oc1ccc(C2CCC(=O)NC2=O)cc1 (stereo not drawn)
    18.8	-4.0	-5.7	-4.2	-7.3	2.6	-1.5	89.0	-3.5
- COC(=O)c1ccc(OC(=O)c2nn(C)cc2Cl)c(OC)c1
    7.9	-1.0	-5.3	-3.8	3.6	-2.9	-3.8	103.0	5.4
- Cc1[nH]c(=O)[nH]c(=O)c1S(=O)(=O)N(CC(C)C)CC(C)C
    10.9	2.0	-9.0	-12.1	-1.3	-3.3	-4.1	111.0	7.0
- CCCCC1CCC(C(=O)N2CCOCC2)CC1 (stereo not drawn)
    23.7	2.0	-11.6	2.1	9.7	-4.2	-2.6	101.0	-0.8
- CSc1ccc2c(c1)N(CCC1CCCCN1C)c1ccccc1S2 (stereo not drawn)
    50.1*	16.0	20.7	2.2	12.4	-2.9	-1.1	176.0*	-83.3
- CCCCCCN(C(=O)CCCCCN1C(=O)NC(c2ccc(-c3ccccc3)cc2)C(C(=O)OCc2ccccc2)=C1C)C(C(=O)NCCCC)c1cccc(C(=O)OC)c1 (stereo not drawn)
    1.8	3.0	/	/	13.6	/	/	104.0	/
- O=C(c1ccc2c(c1)C(=O)N(Cc1ccco1)C2=O)N1CCOCC1
    2.0	2.0	-2.0	0.2	-5.2	-4.4	-2.3	99.0	-2.3
- CC(C)(C)c1cc(NC(=O)NN2CCOCC2)nn1-c1c(Cl)cc(Cl)cc1Cl
    4.4	6.0	-27.6	3.4	-2.2	-1.7	-1.3	102.0	6.7
- CCOC(=O)c1c(NC(=O)C2C3C=CC(C3)C2C(=O)O)sc2c1CCC(C)C2 (stereo not drawn)
    16.6	1.0	-30.3	5.5	10.8	-2.9	-2.5	95.0	36.9*
- O=C(c1cc(C(=O)N2CCN(c3ccc(F)cc3)CC2)cc([N+](=O)[O-])c1)N1CCN(c2ccc(F)cc2)CC1
    24.9	4.0	-46.7	-14.2	4.7	-0.9	-3.4	105.0	6.5
- CCOC(=O)c1nc(Nc2ccc(C(=O)OC)cc2)c2ccccc2n1
    6.3	/	-13.5	-3.6	5.8	4.3	-2.6	/	5.2
- CC(C)C[C@@H](CSc1ccccc1)N1CCN(C)CCC1=O
    7.8	3.0	-0.4	-2.2	8.2	-1.8	-6.3	99.0	-22.0
- CC(C)C(C)NC(=O)CSc1nc2scc(-c3ccco3)c2c(=O)n1-c1ccccc1 (stereo not drawn)
    24.7	-1.0	-4.3	-11.2	20.5	-3.5	-2.2	99.0	2.5
- COc1ccc(CC(=O)Nc2sc(Cc3ccccc3)c(C)c2C(N)=O)cc1
    7.6	1.0	-10.0	-3.0	-31.1	-0.6	0.2	95.0	-14.8
- CCO[C@H]1OC(C(=O)N2CCCCCCC2)=C[C@@H](C)[C@@H]1CCCO
    3.8	-7.0	-25.9	-1.5	-1.4	0.1	2.8	98.0	-0.8
- Cc1ccc(S(=O)(=O)N2CCCCC2)cc1NC(=O)COC(=O)C1CC2C=CC1C2 (stereo not drawn)
    34.7	12.0	-16.3	-8.3	-0.5	-2.5	-4.2	110.0	1.1
- Cc1cccc(C)c1NC(=O)CC(NCc1ccco1)C(=O)O (stereo not drawn)
    10.9	/	-2.5	-3.3	21.5	-5.2	-2.3	/	7.2
- CN(C)CC(CCC(CN(C)C)C(=O)c1ccccc1)C(=O)c1ccccc1 (stereo not drawn)
    26.3*	9.0	9.7	-17.4	1.4	-2.3	-1.8	111.0	-37.4
- O=C(C1CCN(S(=O)(=O)c2ccc(F)cc2)CC1)N1CC=C(c2ccccc2)CC1
    12.1	-4.0	-14.8	2.4	15.8	-1.7	-1.5	92.0	-2.9

Single records (already shown).
Record of Cc1cccc(C)c1NC(=O)CC(NCc1ccco1)C(=O)O (stereo not drawn) = NALP1 yeast inh = 10.9; MEKK2 mut-MEK5 = /; FID counter = -2.5; M18AAP inhibitor = -3.3; SUMO HTRF inh = 21.5; VIM-2 inh = -5.2; IMP-1 inhibitor = -2.3; MEKK2wt PB1 HTS = /; NS3 helicase inh = 7.2
Record of Cn1c(SCc2cnc(-c3ccccc3)s2)nnc1C1COc2ccccc2O1 (stereo not drawn) = NALP1 yeast inh = 13.3; MEKK2 mut-MEK5 = 4.0; FID counter = -5.1; M18AAP inhibitor = -1.6; SUMO HTRF inh = 6.1; VIM-2 inh = -1.9; IMP-1 inhibitor = -1.4; MEKK2wt PB1 HTS = 105.0; NS3 helicase inh = -2.9

(next part)
Results follow in this order: NALP1 yeast inh	MEKK2 mut-MEK5	FID counter	M18AAP inhibitor	SUMO HTRF inh	VIM-2 inh	IMP-1 inhibitor	MEKK2wt PB1 HTS	NS3 helicase inh
- CN(C)C(CNc1ccc(S(C)(=O)=O)cc1[N+](=O)[O-])c1ccccc1 (stereo not drawn)
    15.1	11.0	5.9	-1.8	-0.6	-2.3	-1.4	106.0	7.8
- CN(C)C=C1C(=O)c2ccccc2C1=O
    14.9	1.0	-0.1	-16.3	-6.3	-5.6	-1.9	96.0	2.7
- CCCSc1nnc2nc(C)cc(C)n12
    4.1	2.0	0.9	-10.0	-3.3	1.9	-1.5	103.0	-1.4
- Oc1ccc(N=Nc2ccc3c(c2)OCO3)c2ccccc12
    /	0.0	3.5	-8.6	0.0	-4.6	-2.6	99.0	1.2
- CCN(CC)c1ccc(NC(=O)COC(=O)/C=C/c2nc3ccccc3s2)cc1
    38.4	18.0	1.3	3.1	29.3	-0.3	-0.4	108.0	-6.9
- O=C(Nc1ccccc1)Nc1csc2ccccc12
    /	-18.0	0.8	4.2	-6.9	0.3	-2.3	97.0	4.4
- COC(=O)C1=C(C)N(c2cc(C)cc(C)c2)/C(=C/c2ccc(O)cc2)C1=O
    -4.5	-12.0	-12.4	8.7	14.5	0.3	-2.2	95.0	4.5
- COc1ccccc1CNC(=O)C(C)NS(=O)(=O)c1ccccc1 (stereo not drawn)
    -16.9	3.0	-4.5	-10.2	-9.8	-2.9	-3.4	104.0	-8.6
- CCCn1c(N)c(C(=O)CN2CCc3ccccc3C2)c(=O)n(C)c1=O
    7.4	4.0	-1.9	-4.7	-3.4	-2.4	-2.0	98.0	3.3
- Cc1cc(C)nc(NS(=O)(=O)c2ccc(N/C=C/C(=O)c3ccc(Cl)cc3)cc2)n1
    5.8	-1.0	-12.3	0.2	23.7	0.2	-0.7	100.0	13.4
- CCN1C(=O)/C(=C2/C(=O)N3c4c(cc(OC(C)=O)cc42)C(C)=CC3(C)C)SC1=S
    25.8	-1.0	-2.7	-5.0	-5.8	-2.2	-3.1	95.0	0.0
- O=C(O)c1ccc2c(c1)N(Cc1ccccc1F)C(=O)c1ccccc1S2=O (stereo not drawn)
    31.2	5.0	-12.9	-6.9	-8.4	-3.9	-3.2	107.0	10.0
- O=C(CCN1CCCCCC1)Nc1cccc(F)c1
    21.3	13.0	6.5	11.1	8.0	-0.1	1.1	109.0	8.9
- CCOC(=O)C1=C(C)NC(=O)NC1c1ccccc1 (stereo not drawn)
    20.1	2.0	0.9	-5.5	-0.9	-0.5	-1.5	99.0	9.7
- CCN(CC)C(=O)N1CCc2ccccc2C1CN1C(=O)c2ccccc2C1=O (stereo not drawn)
    /	15.0	-39.7	13.1	/	1.1	-0.7	106.0	14.8
- CCCc1cc(C(=O)Nc2ccc(C#N)cc2)no1
    19.7	0.0	-8.9	6.0	4.6	-2.6	-1.9	107.0	-3.1
- COc1ccc(C(=O)NNC(=O)CN2CCN(c3nc(-c4ccccc4)cs3)CC2)cc1
    7.5	-2.0	-6.9	-0.5	-16.4	-4.8	-2.0	98.0	18.5
- CCC(=O)N1CCc2cc(Br)cc(S(=O)(=O)N3CCCC(C(=O)O)C3)c21 (stereo not drawn)
    5.9	2.0	-50.4	-7.0	/	-1.1	-2.6	100.0	19.1
- O=C(/C=C/c1ccco1)Nc1ccc(Cl)c(S(=O)(=O)N2CCOCC2)c1
    -8.8	26.0	-17.6	3.6	5.5	-3.1	-2.3	105.0	3.6
- Cc1nc(N2N=C3/C(=C/c4ccc(F)cc4)CCCC3C2c2ccc(F)cc2)sc1C(=O)N(C)C (stereo not drawn)
    -73.4	/	-26.8	-11.5	11.5	-0.6	-0.6	/	4.3
- CC(C)C1OC2(C)OC(=N)C1(C#N)C(C#N)(C#N)C2c1ccccc1 (stereo not drawn)
    28.8	5.0	-3.8	-1.1	31.7	-4.0	-3.2	104.0	10.6
- Cc1ccc(C)c(N2CCN(C(=O)c3ccc(N4CCOCC4)c([N+](=O)[O-])c3)CC2)c1
    1.9	0.0	-55.0	-1.5	6.8	-2.4	-3.2	94.0	1.0
- Cc1ccc(S(=O)(=O)N/N=C\c2cccnc2)cc1
    -23.9	-4.0	3.3	2.0	-8.7	-0.6	0.6	93.0	-7.2
- CCSc1nc(O)c(Cc2ccccc2)c(=O)[nH]1
    11.3	0.0	1.4	18.8	19.4	0.7	1.4	100.0	-1.6
- S=C(NCc1ccccc1)NNc1nc2ccccc2[nH]1
    -6.1	3.0	9.1	14.8	4.3	-3.3	0.4	106.0	-1.2
- O=C(c1ccc(-n2cnnn2)cc1)N1CCCCC1
    11.7	4.0	0.5	-5.2	-1.6	-2.3	-5.5	108.0	7.2
- Cc1cc(C)c2c(n1)sc1c(=O)n(Cc3ccc(F)cc3)cnc12
    /	5.0	-2.7	-2.8	9.1	-3.0	-1.0	100.0	-0.5
- CCN(CC)c1ccc(C=Nc2ccc(C)cc2)c(O)c1
    17.6	-6.0	-1.1	12.7	24.7	-1.7	-4.0	69.0*[inhibitor]	-8.0
- CC(=O)Nc1sc(N/N=C/c2ccc(O)cc2)nc1-c1ccc(C)cc1
    /	4.0	-2.9	11.0	-2.2	-2.3	-3.0	99.0	-8.8
- COc1ccccc1NC(=O)Cn1c(=O)sc2ccccc21
    1.0	4.0	-2.7	-2.6	-1.8	-0.9	-2.8	102.0	3.0
- Cc1ccc(C(=O)Nc2ccc(C(=O)O)cc2NC(=O)c2ccc(C)cc2)cc1
    16.4	0.0	-21.1	1.6	12.5	2.0	0.6	101.0	24.9
- Cc1cc(C)c(S(=O)(=O)N2CCN(S(=O)(=O)N3CCC(C)CC3)CC2)c(C)c1
    3.0	2.0	-15.9	0.7	-14.3	-1.4	-4.4	99.0	-7.1
- COc1cccc(C(=O)CN(C(=O)c2ccc(Cl)c(Cl)c2)N2C(=O)C3CCCCC3C2=O)c1 (stereo not drawn)
    -1.6	-4.0	-25.2	3.1	1.9	-4.3	-0.5	96.0	-0.6
- O=c1[nH][nH]c(-c2ccccc2)c1C=Nc1ccc(F)cc1F
    12.1	4.0	-4.5	-1.0	12.3	-0.7	-2.3	105.0	13.9
- COCCCNC(=O)c1c(-c2ccccc2)noc1C
    10.0	-6.0	6.3	-15.2	23.1	1.9	1.4	99.0	-3.8
- CCCCN(C(=S)Nc1ccc(F)cc1)c1c(N)n(CCC)c(=O)[nH]c1=O
    -2.5	-4.0	1.1	-7.5	13.8	-2.0	-2.9	98.0	8.8
- CC(C)(C)c1ccc(C(=O)Nc2cccc(-n3cnnn3)c2)cc1
    18.3	-8.0	-10.2	-9.1	-17.3	1.5	-0.1	103.0	15.8
